Pol beta inh: inhibitors of human DNA polymerase beta | P06746 | Pol beta primer extension/strand displacement, fluorescence kinetic | Potency, µM (doses to about 114 µM), inactives show at the top dose activity change, negative = inhibition, usual class: inhibitors | actives 1.3% (n = 340,000) | AID 485314; further: potency means the concentration at half of the fitted maximal effect; on the % scale 0 is the no-effect control and ±100 the full control effect
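Enzyme-only controls used 10 nM Pol beta; buffer lacking enzyme served as negative control. Compound preincubated 15 min, then 50 nM substrate added; 0 and 10 min reads at room temperature.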
Apoferritin bind: candidate novel general anesthetic via apoferritin binding; apoferritin/1-aminoanthracene competitive binding, fluorescence; Potency, µM (series often up to 77.5 µM), for the others: top-dose activity change, negative = displacement, usual class: inhibitors; AID 485281; P02791; actives 0.074% (n = 350,000); further: potency means the concentration at half of the fitted maximal effect; on the % scale 0 is the no-effect control and ±100 the full control effect; nearly all actives have a fitted effect of over 20% in size
Target sequence (P02791 2-175 limits assumed): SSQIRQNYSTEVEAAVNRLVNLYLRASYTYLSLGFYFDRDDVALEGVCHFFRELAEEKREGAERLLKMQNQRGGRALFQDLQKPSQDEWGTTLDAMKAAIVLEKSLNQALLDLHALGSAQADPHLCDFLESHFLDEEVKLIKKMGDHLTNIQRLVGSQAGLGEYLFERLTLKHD
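Horse-spleen apoferritin (10 uM) in 50% saturated 1-aminoanthracene in PBS was incubated 10 min at room temperature with compound. Fluorescence (ex 380, em 535 nm) was normalized to free and bound 1-AMA, with concentration-response fitted by a four-parameter Hill equation.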
BLM inh: blocks DNA unwinding by human BLM helicase | actives 0.2% (n = 350,000) | recombinant BLM DNA unwinding, fluorescence dequenching | AID 2528 | P54132 | Potency, µM (doses to about 56.1 µM), for the others: top-dose activity change, negative = inhibition, most hits filed as inhibitors;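 further: potency means the concentration at half of the fitted maximal effect; plate controls were vehicle for no effect and no enzyme for full effect; nearly all actives have a fitted effect of over 35% in size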
Tb PGK inh: inhibitors of T. brucei phosphoglycerate kinase; P07378; PGK/GAPDH coupled, Kinase-Glo luminescence, 60 min; Potency, µM (top dose mostly 57.5 µM), for the others: at the highest dose activity change, negative = inhibition, actives largely listed as inhibitors; actives 0.043% (n = 380,000); AID 602233; further: potency means the concentration at half of the fitted maximal effect; on the % scale 0 is the no-effect control and ±100 the full control effect; nearly all actives have a fitted effect of over 60% in size
Target sequence (P07378 whole entry, looked up): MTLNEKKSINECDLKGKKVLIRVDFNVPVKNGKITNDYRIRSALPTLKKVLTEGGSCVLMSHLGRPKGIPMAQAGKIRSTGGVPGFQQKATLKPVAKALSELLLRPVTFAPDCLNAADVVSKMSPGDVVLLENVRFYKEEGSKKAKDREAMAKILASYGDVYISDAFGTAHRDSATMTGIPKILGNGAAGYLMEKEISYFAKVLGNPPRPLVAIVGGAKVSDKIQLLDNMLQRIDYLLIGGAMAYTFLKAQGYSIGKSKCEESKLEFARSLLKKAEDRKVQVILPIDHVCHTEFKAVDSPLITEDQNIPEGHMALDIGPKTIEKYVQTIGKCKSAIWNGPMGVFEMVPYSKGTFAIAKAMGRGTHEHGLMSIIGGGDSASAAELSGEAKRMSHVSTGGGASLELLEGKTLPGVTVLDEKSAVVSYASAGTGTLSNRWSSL
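Luminescent ATP detection (Kinase-Glo Plus) follows a 60-minute room-temperature incubation, with wells lacking PGK as controls. Buffer: 100 mM TEA (pH 7.6), 5 mM MgCl2, 0.01% Tween-20. Coupling enzyme GAPDH (100 nM final) supplies unstable 1,3-BPG in-well.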
Pol kappa inh: DNA polymerase kappa (human) inhibition; AID 588579; Potency, µM (titrated, usually from 107 µM), for the others: at the top dose activity, negative = inhibition, usual class: inhibitors; Q9UBT6; actives 0.53% (n = 400,000); purified Pol kappa, fluorescent DNA synthesis assay, 10 min; further: potency means the concentration at half of the fitted maximal effect; on the % scale 0 is the no-effect control and ±100 the full control effect
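Kinetic fluorescence screen: compound preincubated 15 min RT with 10 nM enzyme; 50 nM substrate (final) initiates; reads at 0/10 min.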
RXFP1 antagonist: blocks the human relaxin receptor RXFP1; HEK293-RXFP1, relaxin-stimulated cAMP HTRF, 30 min; hits give low values; activity change, negative = inhibition, % at 57.5 µM; actives 0.59% (n = 350,000); AID 1259400;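 active means activity change of -60% or lower, but not beyond a set lower limit; inconclusive means change between -60% and -40%, or beyond the set limit; inactive means change above -40%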; further: on the % scale 0 is the no-effect control and ±100 the full control effect
Pol eta inh: blocks human DNA polymerase eta activity; actives 1.2% (n = 390,000); Potency, µM (titrated, usually from 114 µM), without a hit: top-dose activity change, negative = inhibition, most hits filed as inhibitors; AID 588591; recombinant Pol eta, fluorescent DNA replication assay; further: potency means the concentration at half of the fitted maximal effect; on the % scale 0 is the no-effect control and ±100 the full control effect
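Pol eta at 10 nM preincubated with compounds 15 min at room temperature; reaction started with fluorescent substrate (50 nM final) and read kinetically at 0 and 10 min.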
POLI inh: blocks human DNA polymerase iota activity; Q9UNA4; Pol iota fluorescent replication assay, 10 min; Potency, µM (titrated, usually from 115 µM), inactives show at the highest dose activity, negative = inhibition, most hits filed as inhibitors; actives 1% (n = 390,000); further: potency means the concentration at half of the fitted maximal effect
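Pol iota at 10 nM preincubated 15 min with compounds at room temperature; reaction started with fluorescent substrate, 50 nM final. Fluorescence read kinetically at 0 and 10 min; buffer-only wells as negative control.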
APEX1 inh: inhibitors of human APE1 endonuclease; Potency, µM (titrated, usually from 65.8 µM), for the others: at the highest dose activity change, negative = inhibition, usual class: inhibitors; actives 0.35% (n = 350,000); recombinant APE1, TAMRA/BHQ-2 abasic DNA cleavage fluorescence;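 further: potency means the concentration at half of the fitted maximal effect; plate controls were vehicle for no effect and reference inhibitor for full effect; nearly all actives have a fitted effect of over 55% in size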
Target sequence (P27695 whole entry, looked up): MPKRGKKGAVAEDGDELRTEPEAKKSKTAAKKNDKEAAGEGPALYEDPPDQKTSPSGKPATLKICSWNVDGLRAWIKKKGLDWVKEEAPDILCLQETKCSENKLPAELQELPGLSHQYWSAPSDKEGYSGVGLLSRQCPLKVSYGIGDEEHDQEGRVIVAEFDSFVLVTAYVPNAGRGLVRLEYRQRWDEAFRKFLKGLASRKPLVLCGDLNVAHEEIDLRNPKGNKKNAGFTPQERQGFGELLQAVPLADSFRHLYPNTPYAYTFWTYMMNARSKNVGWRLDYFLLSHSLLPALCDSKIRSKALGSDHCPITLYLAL
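Quantitative HTS: incision of a TAMRA/BHQ-2 double-stranded substrate bearing a tetrahydrofuran abasic site by 0.75 nM APE1 raises fluorescence. Substrate 50 nM final, added after 15 min compound preincubation at room temperature; progress as third-minus-first kinetic read difference.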
An asterisk follows results filed as active; i = inactive; ? = inconclusive; / = no result given; [ ] = dose if it differs, or a comment. Unless noted, the call rests on the fitted dose curve; in most records, active means well fitted curve in the direction sought with a large enough effect; inconclusive means small, poorly fitted or top-dose-only effect, or another doubt; inactive means no such curve, though single readings can be large; an effect the other way counts as inactive or inconclusive. A portion of the library; count on the stated rates, not on these rows.

SMILES	Pol beta inh	Apoferritin bind	BLM inh	Tb PGK inh	Pol kappa inh	RXFP1 antagonist	Pol eta inh	POLI inh	APEX1 inh
CC(C)N1C(=O)/C(=C/c2nc3ccccc3c(=O)n2-c2ccccc2)c2ccccc21	-1.5%	-4.4%	-9.9%	-9.8%	-1.6%	/	-11.2%	?	-2.1%
CCOC(=O)N1CCN(C(=O)C2CCN(S(=O)(=O)c3ccc(Cl)cc3)CC2)CC1	2.3%	-9.4%	2.0%	i	-9.8%	-3.5	9.1%	9.3%	3.2%
C=CCOc1ccc(CNC(C)(C)CO)cc1OCC	14.7%	-5.9%	-10.3%	-6.9%	-7.0%	?	1.3%	3.7%	1.0%
COc1ccccc1CNC(=O)CCCNC(=O)Cn1cnc2sc(C)c(C)c2c1=O	38.2%	-4.9%	0.5%	4.7%	-1.2%	-1.2	-17.7%	140.9%[activator]	12.1%
Cc1ccc(S(=O)(=O)N2CCN(C(=O)COC(=O)Cc3ccc(Cl)cc3)CC2)c(C)c1	/	/	/	7.7%	-0.6%	3.4	-21.7%	18.1%	3.7%
CCOc1cccc(-c2nnc3sc(-c4ccc(C)cc4)nn23)c1	12.4%	-12.1%	0.1%	/	/	/	/	/	0.8%
C=CCc1cccc(C=Nc2ccc(Br)cc2)c1O	12.5%	-4.7%	2.6%	i	-6.6%	9.4	-3.4%	8.7%	0.7%
COc1ccc(/C=N/NC(=O)c2ccc(CSc3nc(C)cc(C)n3)cc2)cc1O	2.4%	-0.4%	-8.6%	-7.1%	-21.7%	-9.3	?	-7.6%	-1.7%
CCCNC(=O)CCc1c(C)nc2c(c(C)nn2-c2ccccc2)c1C	4.2%	0.4%	-4.4%	0.4%	13.2%	-5.5	-9.7%	12.6%	18.6%
Cc1ccc(-c2nn(-c3ccccc3)cc2C(=O)OCC(=O)Nc2ncc(Cl)cc2Cl)cc1	6.4%	-13.9%	-9.1%	2.4%	-15.9%	3.8	?	14.6%	-0.3%
Cc1cc(C)n(-c2ccc(C(=O)N3CCN(c4ccccn4)CC3)cc2)n1	/	/	/	-9.8%	10.6%	-12.1	-10.9%	20.0%	7.6%
Cc1ccc(CNC(=O)Cn2nnc3ccccc3c2=O)cc1	0.1%	-4.2%	1.2%	-9.6%	-6.7%	-9.9	-17.1%	177.5%[activator]	-4.4%
CCOC(=O)C1CCCN(c2c(Nc3cc(C)cc(C)c3)c(=O)c2=O)C1 (stereo not drawn)	2.0%	-1.1%	1.6%	-10.7%	-3.8%	/	-9.8%	19.3%	0.4%
CC(NS(=O)(=O)c1ccccc1)C(=O)NC1CCCC1 (stereo not drawn)	?	-2.4%	-9.5%	-4.3%	-8.5%	5.2	79.4µM*	-22.5%	1.2%
Cc1nn(CC(=O)N2CCC(C)CC2)c(=O)c2cc3sccc3n12	-0.4%	?	-0.9%	-7.5%	2.6%	-16.3	-10.2%	23.7%	/

Reprinted from the part before: 3 compounds; new compounds follow.
SMILES	Pol beta inh	Apoferritin bind	BLM inh	Tb PGK inh	Pol kappa inh	RXFP1 antagonist	Pol eta inh	POLI inh	APEX1 inh
CCOC(=O)C1CCCN(c2c(Nc3cc(C)cc(C)c3)c(=O)c2=O)C1 (stereo not drawn)	2.0%	-1.1%	1.6%	-10.7%	-3.8%	/	-9.8%	19.3%	0.4%
CC(NS(=O)(=O)c1ccccc1)C(=O)NC1CCCC1 (stereo not drawn)	?	-2.4%	-9.5%	-4.3%	-8.5%	5.2	79.4µM*	-22.5%	1.2%
Cc1nn(CC(=O)N2CCC(C)CC2)c(=O)c2cc3sccc3n12	-0.4%	?	-0.9%	-7.5%	2.6%	-16.3	-10.2%	23.7%	/
COc1cccc(NC(=O)c2ccc(-c3ccc([N+](=O)[O-])cc3)o2)c1	0.9%	-22.8%	-8.3%	-6.9%	-8.9%	-2.4	-8.9%	20.9%	-6.8%
COc1ccc(N2CC(NC(=O)/C=C\c3ccc4c(c3)OCO4)CC2=O)cc1 (stereo not drawn)	0.6%	2.4%	0.5%	4.2%	-4.9%[60.1 µM]	-25.3	-8.2%	10.3%	/
Cc1ccccc1-c1ccc(=O)n(CC(=O)Nc2ccc(S(=O)(=O)N(C)C)cc2)n1	0.1%	-16.4%	-5.9%	-5.6%	-3.5%	-12.1	-19.5%	21.8%	-9.5%
NC(=O)N\N=C/C=C/C=C/c1ccc(F)cc1	-1.3%	-3.7%	-1.6%	i	-10.3%	-26.9	-11.9%	148.3%[activator]	5.8%
COC(=O)C[C@H](NC(=O)Cn1cc(C)c(=O)[nH]c1=O)C(=O)OC	/	/	/	6.1%	-1.3%	/	2.3%	17.1%	/
COc1c(F)c(F)c(C(=O)Nc2ccc(-c3nc4ccccc4[nH]3)cc2)c(F)c1F	2.5%	-5.9%	-9.7%	-1.6%	11.9%	-4.3	-1.1%	7.2%	-3.7%
COc1ccc(S(=O)(=O)NNC(=O)C23CC4CC(CC(C4)C2)C3)cc1	-14.8%	-21.1%	0.8%	i	-24.3%	-10.7	-10.2%	20.8%	23.1%
Cc1ccc(-n2nc3ccc(NC(=O)c4cc5ccccc5o4)cc3n2)cc1	-9.2%	3.6%	-4.9%	i	9.8%	-2.3	-9.7%	-0.5%	/
Cc1cc(C)c2c(=O)[nH]n(C3CCOC(C)(C)C3)c2n1 (stereo not drawn)	19.7%	-9.5%	-2.6%	5.1%	-15.8%	/	-7.4%	6.5%	1.8%
CN(C)C(=O)c1ccc(NC(=O)COc2cccc3c2OC(C)(C)C3)cc1	/	/	/	-10.4%	-5.5%	-7.2	-7.7%	16.1%	-16.7%
Cc1cc(=O)n2[nH]c(NCc3c(F)cccc3Cl)nc2n1	-18.9%	0.4%	2.1%	-2.0%	0.3%	10.0	-5.6%	?	-1.6%
Cc1nn(-c2ccccc2)c(C)c1C(=O)OCC(=O)NCc1ccco1	2.9%	-12.2%	-3.5%	-4.5%	6.2%	-1.6	?	-6.8%	-0.4%
O=C(CCN1CCN(c2ccc([N+](=O)[O-])cc2)CC1)c1ccc(Cl)cc1	5.8%	-2.9%	-4.2%	-7.6%	-8.6%	-16.7	-12.6%	9.8%	-17.2%
COc1ccc(-c2ccnc3nc(N4CCOCC4)nn23)cc1	-1.4%	3.2%	3.9%	-6.1%	-5.1%	-6.8	-4.4%	1.7%	?
CCc1nnc(NC(=O)c2cccc(S(=O)(=O)N3CCc4ccccc43)c2)s1	-13.1%	-14.7%	-1.0%	i	-2.2%	-6.5	-8.5%	-16.3%	-4.5%
CCOC(=O)c1c(C)c(C(=O)N2CCCCCC2)c(C)n1C	2.2%	-16.2%	-2.2%	-7.3%	-2.9%	14.0	-14.3%	33.1%[activator]	?
O=C(CSCc1ccccc1)NNC(=S)Nc1cccc(Cl)c1Cl	-6.0%	-11.8%	0.6%	6.9%	-8.1%	-19.9	-3.2%	2.7%	?
CCOC(=O)c1n[nH]c2ccccc12	-14.3%	-6.5%	-6.1%	-9.6%	1.6%	/	-18.6%	10.4%	-0.9%
COC(=O)c1c(C)[nH]c(C(=O)C(C)OC(=O)C2CC2C)c1C (stereo not drawn)	/	/	/	i	-7.7%	-1.2	-11.1%	29.7%	0.7%
Cc1occc1C(=O)N1CCN(c2ccc(Cl)cc2)CC1	28.9%	-11.2%	-2.6%	4.5%	-13.6%	-17.7	-18.7%	134.3%[activator]	17.5%
CCCCNc1oc(-c2ccc(COc3ccccc3C)o2)nc1C#N	-9.2%	96.8%[activator]	-4.6%	-0.8%	-9.4%	-9.0	-3.9%	17.5%	/
CCCCN(C(=O)c1cc2c(s1)CCC2)c1c(N)n(CC(C)C)c(=O)[nH]c1=O	/	/	/	-4.9%	79.4µM*	-7.0	?	44.7µM*	6.8%
COc1ccc(S(=O)(=O)N2CCOC2CNC(=O)C(=O)NCCCN2CCOCC2)cc1C (stereo not drawn)	-27.4%	-5.2%	-0.9%	-5.5%	0.6%	-2.1	-17.2%	6.0%	9.1%
C/C=C(\C)C(=O)Nc1cccc(C2=NOC3(C2)C[C@H](C(N)=O)N(C(=O)CC#N)C3)c1 (stereo partly drawn)	-24.7%	-6.6%	-1.4%	6.0%	-16.1%	/	-3.3%	9.7%	0.7%
COc1cc2c(cc1OC)C(c1ccccc1)CN(C)CC2 (stereo not drawn)	4.9%[57.1 µM]	/	-11.8%	/	-2.6%[19.4 µM]	/	-2.5%[57.1 µM]	-0.5%[58.9 µM]	/
O=C(CSc1ccc2nnc(-c3cccnc3)n2n1)N1CCc2ccccc21	-26.2%	3.0%	-0.5%	/	/	/	/	/	-0.4%
COC(=O)c1ccc(NC(=O)N2CCC(CN3CCc4ccccc4C3)CC2)cc1	0.0%	2.5%	1.1%	i	-13.8%	-5.9	-10.2%	-6.2%	/
COc1ccc(/C=N/n2c(C)cc(C)cc2=O)cc1	28.6%	1.5%	-10.5%	-9.2%	-5.5%	5.4	-0.8%	41.9%[activator]	3.9%
O=C(NCC(c1cccs1)N1CCOCC1)c1cn(-c2ccccc2)nc1-c1ccccc1 (stereo not drawn)	/	/	/	-9.5%	-1.9%	5.0	-12.6%	3.0%	1.4%
COc1cccc(CC2(CO)CCCN(Cc3ccc(OC)c(C)c3OC)C2)c1 (stereo not drawn)	24.4%	3.3%	2.7%	-3.0%	-22.5%	-4.8	-22.1%	-15.8%	-7.0%
CC(C)c1ccc(OCC(=O)N2CCN(c3ccccn3)CC2)c(Br)c1	-20.2%	-3.4%	-11.2%	i	-8.6%	-29.9	?	6.1%	16.3%
COc1cc2c(cc1OC)CN(Cc1cc(=O)n3cc(C)ccc3n1)CC2	16.2%	416.4%[activator]	-4.6%	-2.6%	-8.1%	6.8	7.6%	30.7%[activator]	-1.0%

With a hit mark in Pol kappa inh, among the entries above:
mol	Pol beta inh	BLM inh	Tb PGK inh	Pol kappa inh	RXFP1 antagonist	Pol eta inh	POLI inh	APEX1 inh
CCCCN(C(=O)c1cc2c(s1)CCC2)c1c(N)n(CC(C)C)c(=O)[nH]c1=O	/	/	-4.9%	79.4µM*	-7.0	?	44.7µM*	6.8%

Compound activity from PubChem.
